# SMN2 splice up: enhancers of SMN2 splice variant expression | HEK293 SMN2-luciferase splicing reporter, luminescence, 30-36 h | Potency, µM (series often up to 46.1 µM), for the others: at the top dose activity change, positive = activation, hits mostly activators | 210,000 compounds, 2.8% hits | AID 1458; note: % of control where 0% means no effect; nearly all actives have a fitted effect of over 55% in size
#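 qHTS luciferase splicing reporter: luminescence rises when SMN2 exon 7 is included in transfected HEK293 cells. Compound exposure lasted 30-36 h at 37C, with 4.5 mM final sodium butyrate as control, followed by a ONE-Glo read.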
# Tau fibril ThT: tau fibrillization inhibition (ThT binding). recombinant tau K18 P301L (four-repeat tau fragment), heparin-induced fibrillization, ThT fluorescence. Potency, µM (titrated, usually from 57.4 µM), inactives show at the top dose activity, negative = inhibition, usual class: inhibitors. 270,000 compounds, 2.1% hits. AID 1460; note: % is set by controls: 0 for no effect and ±100 for the full control effect; nearly all actives have a fitted effect of over 55% in size
# Target sequence (P10636 561-689 P618L limits assumed): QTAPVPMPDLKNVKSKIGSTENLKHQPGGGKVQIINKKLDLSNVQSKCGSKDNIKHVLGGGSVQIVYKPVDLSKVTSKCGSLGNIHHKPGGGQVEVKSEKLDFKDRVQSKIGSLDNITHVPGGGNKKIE
#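 Tau K18 P301L fragment (15 uM unlabeled plus 0.24 uM Alexa 594-labeled) in 100 mM sodium acetate pH 7 with compound, fibrillization induced by 20 uM heparin for 6 hr at 37 C. Thioflavin T (30 uM) added, fluorescence read after 1 hr (ex 450, em 510 nm).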
# Starred values were filed as active, the others as inactive; ? = inconclusive; nt = not tested or not shown. Calls come from the whole dose curve; as a rule, active = well fitted curve in the direction sought with a large enough effect; inconclusive = small, poorly fitted or top-dose-only effect, or another doubt; inactive = no such curve, though single readings can be large; an effect the other way counts as inactive or inconclusive. Potency is the fitted concentration of half-maximal effect. This is a subset; count on the stated rates, not on these rows.
structure	SMN2 splice up	Tau fibril ThT
COc1ccccc1C(=O)Nc1ccc2oc(-c3cccc4c(Br)cccc34)nc2c1	1.2%	nt
Cc1ccc(NC(=O)CSc2nc(-c3ccco3)nc3cc(=O)[nH]n23)cc1	nt	-8.4%
COc1ccccc1Nc1nn2c(=O)c3ccc(C(=O)Nc4ccc(F)cc4)cc3nc2s1	nt	1.6%
Fc1ccc(-c2cc(-c3nc(-c4ccccc4)no3)[nH]n2)cc1	nt	15.8%
CCC(C(=O)N1CCN(c2ccccc2)CC1)n1nc(C)c2sc3ccccc3c2c1=O (stereo not drawn)	nt	-4.7%
Cn1c(=O)c2c(-c3ccccc3)n3c(c2n(C)c1=O)C(c1ccco1)Nc1ccccc1-3 (stereo not drawn)	nt	-0.3%
CCOC(=O)c1c(C)[nH]c(C)c1S(=O)(=O)NCC(=O)NCc1ccccc1C	nt	12.6%
Cc1c(C)n(C)c2ccc(C(=O)NCCCN3CCCCC3C)cc12 (stereo not drawn)	nt	-5.7%
Cc1ccccc1OC(=O)CSc1nnc(-c2ccc3c(c2)OCO3)o1	nt	9.1%
COc1ccc(OC)c(CNS(=O)(=O)c2cc(-c3onc(C)c3C)ccc2C)c1	nt	-7.2%
Cc1ccc(S(=O)(=O)c2nnn3c2nc(N2CCOCC2)c2sccc23)cc1C	nt	5.4%
COc1ccc(N2CCN(S(=O)(=O)c3c(C)nc4sc(C)cn4c3=O)CC2)cc1	nt	-5.9%
O=C(CSc1nc2cc(C(=O)NC3CCCC3)ccc2c(=O)n1CC1CCCO1)c1cccc(Cl)c1 (stereo not drawn)	nt	-10.5%
Cc1cccc(N(C)S(=O)(=O)c2ccc(-c3cc(C)no3)s2)c1	nt	-6.2%
Cc1ccc(CNc2nc3c(S(=O)(=O)c4ccccc4)nnn3c3ccsc23)cc1	nt	1.0%
CCCCN(CC)C(=O)Nc1ccc2c(c1)N(C)C(=O)c1ccccc1S2	nt	-27.8%
COc1ccc(C(=O)CSc2nc3cc(C(=O)NC4CCCC4)ccc3c(=O)n2CC2CCCO2)cc1 (stereo not drawn)	nt	5.4%
Cc1ccccc1CNC(=O)c1cnc2sc(N3CCC(C)CC3)nn2c1=O	nt	-7.4%
CCN(CC)S(=O)(=O)c1ccc2c(c1)N(CC(=O)Nc1cccc(C)c1C)C(=O)C1CCCN21 (stereo not drawn)	nt	0.5%
O=c1c2c3c(sc2n(Cc2ccc(F)cc2Cl)c(=O)n1-c1ccc(Cl)cc1)CCC3	nt	-6.2%
Cc1nn(C(C)C(=O)Nc2cccc(F)c2)c(=O)c2c1sc1ccccc12 (stereo not drawn)	nt	?
Cc1noc(-c2ccc(NC(C)c3ccccc3)c([N+](=O)[O-])c2)n1 (stereo not drawn)	nt	7.0%
COc1ccc(-c2onc(C)c2C)cc1S(=O)(=O)NC1CCCCC1	nt	-3.4%
Cc1cc(NC(=O)N2CC=C(c3c[nH]c4ccccc34)CC2)ccc1Br	nt	7.94µM*
CC(NC(=O)Nc1ccccc1C(F)(F)F)c1c(-n2cccc2)sc2c1CCCC2 (stereo not drawn)	nt	-4.0%
COc1ccc(CCNC(=O)c2cccc(-n3cnc4cccnc43)c2C)cc1OC	nt	1.2%
COc1ccc2c(c1)c1c(c(=O)n(-c3ccc(OC)c(OC)c3)c(=O)n1Cc1ccc(C)cc1)n2C	nt	3.6%
CC(C)NC(=O)Cn1ccc2cc(S(=O)(=O)N3CCCCCC3)ccc21	nt	8.3%
O=C(Cn1ncn2cccc2c1=O)NCc1cccc(Br)c1	nt	?
CC(CC(=O)Nc1ccc(F)cc1)S(=O)(=O)c1cc2c3c(c1)CCN3C(=O)CC2 (stereo not drawn)	nt	3.4%
COc1ccc(OC)c(CCNC(=O)C(C)n2nc(C)c3c(C)n(-c4ccc(C)cc4)nc3c2=O)c1 (stereo not drawn)	nt	9.7%
Cc1c(C(=O)Nc2cccc(C(F)(F)F)c2)oc2ccc3c(c12)C(=O)CC(C)(C)O3	nt	-1.1%
CN(c1ccc(F)cc1)S(=O)(=O)N1CCCC(C(=O)NCCc2ccccc2)C1 (stereo not drawn)	nt	-2.9%
Cc1ccc(C(=O)CSc2nc3cc(C(=O)NC4CCCC4)ccc3c(=O)n2CC2CCCO2)c(C)c1 (stereo not drawn)	nt	-1.4%
CCOc1ccc(CCNC(=O)c2ccc(C)c(-n3c(C)nc4cccnc43)c2)cc1OCC	nt	5.7%
COc1ccc(C)cc1NC(=O)CN1C(=O)COc2ccc(S(=O)(=O)N3CCCCCC3)cc21	nt	1.8%
Cc1[nH]c2ccc(C(=O)Nc3ccc(F)cc3)cc2c1C	nt	12.6µM*
CCOc1ccc(CNC(=O)c2ccc3[nH]c(C)c(C)c3c2)cc1OC	nt	?
COc1ccccc1CNS(=O)(=O)c1ccc2c(c1)NC(=O)C(C)C(=O)N2 (stereo not drawn)	nt	-10.4%
Cc1ccc(-n2nnc(-c3nsc(NC(=O)c4ccccc4C)n3)c2C)cc1Cl	nt	?
CCOc1ccc(-c2nnc(SCC(=O)Nc3ccccc3C(F)(F)F)o2)cc1	nt	13.1%
CCS(=O)(=O)N1CCc2cc(C(=O)NCc3ccc(Cl)cc3)ccc21	nt	0.3%
COc1cccc(N2CCN(C(=O)c3cccn3-c3nnc(N4CCCC4)s3)CC2)c1	nt	-7.3%
CCOc1ccc(-c2nc(SCC(=O)Nc3ccc(C)c(C)c3)n3[nH]c(=O)cc3n2)cc1	nt	-3.7%
CCOC(=O)c1c(C)[nH]c(C)c1S(=O)(=O)NCC(=O)N1CCN(c2ccccc2F)CC1	nt	9.1%
COc1ccccc1CNC(=O)c1cccc(N2CCCS2(=O)=O)c1	nt	2.6%
COc1ccc(Cl)cc1NC(=O)CSc1nnc(C)n2c1cc1occc12	nt	-14.1%
CC1CCN(c2nc3c(S(=O)(=O)c4ccccc4)nnn3c3ccsc23)CC1	nt	2.9%
CCOC(=O)c1c(C)[nH]c(C)c1S(=O)(=O)N(C)CC(=O)Nc1ccc(C)cc1C	nt	-7.2%
CCCCN1CC(c2nc3ccccc3n2CCCCOc2cc(C)cc(C)c2)CC1=O (stereo not drawn)	nt	-3.5%
CCN1CCN(c2nc3c(S(=O)(=O)c4ccc(Br)cc4)nnn3c3ccsc23)CC1	nt	-10.9%
Cc1nnc(N2CCC(C(=O)NCc3ccc(F)cc3)CC2)c2nn(-c3ccc(Cl)cc3)c(C)c12	nt	?
O=C(Nc1ccc(F)c(Cl)c1)N1CC=C(c2c[nH]c3ccccc23)CC1	nt	6.31µM*
Cc1ccc(C)c(NC(=O)Cn2c(=O)n(-c3ccccc3C)c(=O)c3c2c2cc(C)ccc2n3C)c1	nt	7.5%
Cc1cccc(C)c1NC(=O)CSCc1cnn(-c2ccccc2)c1-n1cccc1	nt	-7.1%
Cc1ccc(CCNC(=O)CCCn2nc(C)c3c(C)n(-c4ccccc4)nc3c2=O)cc1	nt	-1.7%
Cc1ccc(CCNC(=O)C(C)n2nc(C)c3c(C)n(-c4ccc(C)cc4)nc3c2=O)cc1 (stereo not drawn)	nt	10.4%
COc1ccc(C(=O)c2c(N)c(-c3nc(-c4ccc5c(c4)OCO5)cs3)c3ccccn23)cc1	nt	?
Cc1ccccc1N(C)C(=O)c1noc2c1COc1ccccc1-2	nt	7.7%
CCOc1ccc(CNC(=O)Cn2cc3c(n2)-c2c(oc(C(=O)N4CCCC4)c2C)CC3)cc1	nt	-12.4%

# In the list so far, nine contain a thiophene ring, fused or not.
structure	SMN2 splice up	Tau fibril ThT
CCC(C(=O)N1CCN(c2ccccc2)CC1)n1nc(C)c2sc3ccccc3c2c1=O (stereo not drawn)	nt	-4.7%
Cc1ccc(S(=O)(=O)c2nnn3c2nc(N2CCOCC2)c2sccc23)cc1C	nt	5.4%
Cc1cccc(N(C)S(=O)(=O)c2ccc(-c3cc(C)no3)s2)c1	nt	-6.2%
Cc1ccc(CNc2nc3c(S(=O)(=O)c4ccccc4)nnn3c3ccsc23)cc1	nt	1.0%
O=c1c2c3c(sc2n(Cc2ccc(F)cc2Cl)c(=O)n1-c1ccc(Cl)cc1)CCC3	nt	-6.2%
Cc1nn(C(C)C(=O)Nc2cccc(F)c2)c(=O)c2c1sc1ccccc12 (stereo not drawn)	nt	?
CC(NC(=O)Nc1ccccc1C(F)(F)F)c1c(-n2cccc2)sc2c1CCCC2 (stereo not drawn)	nt	-4.0%
CC1CCN(c2nc3c(S(=O)(=O)c4ccccc4)nnn3c3ccsc23)CC1	nt	2.9%
CCN1CCN(c2nc3c(S(=O)(=O)c4ccc(Br)cc4)nnn3c3ccsc23)CC1	nt	-10.9%

# More records:
structure	SMN2 splice up	Tau fibril ThT
COc1ccc2oc(=O)c(-c3nc(-c4cc(OC)c(OC)c(OC)c4)no3)cc2c1	nt	-10.3%
CC(C)Cn1c(=O)c2sccc2n2c(CCCC(=O)N3CCN(c4ccc(F)cc4)CC3)nnc12	nt	-9.7%
COC(=O)c1ccc(NC(=O)CC2C(=O)N(c3cccc(OC)c3)C(=O)N2Cc2ccco2)cc1 (stereo not drawn)	nt	7.7%
Cc1cc2nc(-c3cccc(NC(=O)COc4ccc(Cl)c(C)c4)c3)oc2cc1C	nt	?
CCOc1ccc(CNC(=O)CCS(=O)(=O)c2cc3c4c(c2)CCN4C(=O)CC3)cc1	nt	1.3%
Cc1ccc(NC(=O)N2CCc3c([nH]c4ccccc34)C2c2ccccc2F)c(Cl)c1 (stereo not drawn)	nt	-0.9%
COc1ccccc1CCNC(=O)c1ccc2c(c1)c(C)c(C)n2Cc1ccc(Cl)cc1	nt	-8.5%
CC1=C(c2ccc(C)cc2)S(=O)(=O)NC1=NCCCN1CCN(c2ccccc2F)CC1	nt	5.1%
COc1ccc(NC(=O)Nc2nnc(N3CCCCCC3)s2)c(OC)c1	nt	2.8%
Cc1ccc(Cn2cc(CCC(=O)NC3CCCCC3)c3ccccc32)cc1	nt	3.5%
O=C(CSc1cn(CC(=O)N2CCCCC2)c2ccccc12)NCc1ccc(F)cc1	nt	-10.7%
Cc1ccc(-c2cc(C(=O)Nc3c(C(=O)c4ccccc4)oc4ccccc34)no2)cc1F	nt	-3.5%
Cc1cc(C)cc(NS(=O)(=O)c2ccc(-n3cccn3)cc2)c1	nt	8.7%
Nc1c(-c2nc(-c3ccc(Cl)cc3)no2)nnn1-c1ccc(C(F)(F)F)c(Cl)c1	nt	2.1%
CCCN(C(=O)NCc1noc2ccc(C)cc12)c1ccc(Cl)c(Cl)c1	nt	-9.4%

# 2 compounds drawn at random from those above, as already listed:
structure	SMN2 splice up	Tau fibril ThT
COc1ccc(NC(=O)Nc2nnc(N3CCCCCC3)s2)c(OC)c1	nt	2.8%
Cc1ccc(Cn2cc(CCC(=O)NC3CCCCC3)c3ccccc32)cc1	nt	3.5%

# Additional entries
structure	SMN2 splice up	Tau fibril ThT
CCOc1ccc(NC(=O)Cn2c(=O)c(CNc3ccccc3)cc3cc4c(cc32)OCCO4)cc1	nt	-7.0%
CCc1ccc(N2C(=O)CSC23C(=O)N(Cc2ccc(C)cc2)c2ccccc23)cc1 (stereo not drawn)	nt	?
CCn1cc2nc(SCC(=O)Nc3ccc(C)cc3C)n(Cc3ccc(C)cc3)c(=O)c2n1	nt	-13.1%
Cc1cc(-c2ccc(S(=O)(=O)Nc3ccccc3F)s2)on1	nt	-4.2%
N#Cc1ccc(CSc2nc3c(c(=O)[nH]2)CCCC3)cc1	nt	6.4%
COc1ccc(C2C=C(c3ccccc3)Nc3nc(NC(=O)/C=C/c4ccc(Cl)cc4)nn32)cc1 (stereo not drawn)	nt	-4.4%
Cc1ccc(Cn2cc(CCC(=O)NCC(C)c3ccccc3)c3ccccc32)cc1 (stereo not drawn)	nt	?
Cc1ccc(CNC(=O)C2CCN(C(=O)c3ccc(-n4ccc5ccccc54)s3)CC2)cc1	nt	-0.9%
Cc1ccc(-n2ccnc(NCCc3ccc(S(N)(=O)=O)cc3)c2=O)cc1C	nt	?
COc1ccc(N2CCN(c3ccc(-c4nc(-c5cccc(C)c5)no4)cc3[N+](=O)[O-])CC2)cc1	nt	5.0%
Cn1c(=O)c2sccc2n2c(CCCC(=O)Nc3ccc(Oc4ccccc4)cc3)nnc12	nt	-6.1%
COC(=O)CN1C(=O)CSc2ccc(S(=O)(=O)Nc3cccc(Br)c3)cc21	nt	13.1%
CCOc1ccc(CNC(=O)c2sc3nc(C)cc(C)c3c2-n2cccc2)cc1	nt	0.1%

# Some of the entries so far, with the structure last:
SMN2 splice up | Tau fibril ThT | SMILES
nt | 2.9% | CC1CCN(c2nc3c(S(=O)(=O)c4ccccc4)nnn3c3ccsc23)CC1
nt | -7.2% | CCOC(=O)c1c(C)[nH]c(C)c1S(=O)(=O)N(C)CC(=O)Nc1ccc(C)cc1C

# Screening results from PubChem BioAssay.
